# TRPC4 block – inhibitors of mouse TRPC4 channel, primary screen, Fluo4 calcium, HEK293 TRPC4beta/mu-opioid cells; Short transient receptor potential channel 4 (Mus musculus), Q9QUQ5; DAMGO-evoked Fluo4 calcium flux; stronger effect = lower value; B-score at 10 µM; 300,000 compounds, 0.39% hits;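 active means B-score over 3 SD under the library average, no early fluorescence shift, positive overall ratio signal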
# Target sequence (Q9QUQ5 whole entry, looked up): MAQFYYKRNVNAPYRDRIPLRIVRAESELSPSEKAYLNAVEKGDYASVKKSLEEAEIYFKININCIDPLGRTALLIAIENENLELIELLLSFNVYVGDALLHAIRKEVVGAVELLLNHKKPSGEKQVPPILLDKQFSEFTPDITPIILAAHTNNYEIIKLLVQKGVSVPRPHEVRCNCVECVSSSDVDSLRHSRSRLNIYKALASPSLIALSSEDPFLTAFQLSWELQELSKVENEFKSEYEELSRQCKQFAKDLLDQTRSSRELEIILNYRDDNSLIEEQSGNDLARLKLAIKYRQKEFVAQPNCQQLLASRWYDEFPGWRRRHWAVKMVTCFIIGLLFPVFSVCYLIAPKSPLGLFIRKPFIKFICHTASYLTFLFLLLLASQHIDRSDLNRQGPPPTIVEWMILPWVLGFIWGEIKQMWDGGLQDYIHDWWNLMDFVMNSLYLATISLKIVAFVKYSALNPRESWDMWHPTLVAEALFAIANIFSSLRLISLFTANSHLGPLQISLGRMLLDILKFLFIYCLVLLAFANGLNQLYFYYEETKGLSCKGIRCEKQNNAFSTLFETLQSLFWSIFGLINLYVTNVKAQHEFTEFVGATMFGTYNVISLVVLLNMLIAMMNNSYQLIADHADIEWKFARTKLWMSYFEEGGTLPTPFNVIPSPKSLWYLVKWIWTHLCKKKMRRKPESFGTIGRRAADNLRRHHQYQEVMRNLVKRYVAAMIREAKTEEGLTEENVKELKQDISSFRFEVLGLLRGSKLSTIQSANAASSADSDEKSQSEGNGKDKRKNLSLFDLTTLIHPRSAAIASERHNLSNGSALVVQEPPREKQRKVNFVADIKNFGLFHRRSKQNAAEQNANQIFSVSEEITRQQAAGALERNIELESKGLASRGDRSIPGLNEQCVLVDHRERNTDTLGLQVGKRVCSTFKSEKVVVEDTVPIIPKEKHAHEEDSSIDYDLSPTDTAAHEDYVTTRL
#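 Test system – stable TRPC4beta/mu-opioid receptor HEK293 cells · Probe or stimulus – DAMGO, a submaximal dose followed by a maximal one · Dosing – one concentration per compound · Signal – Fluo4 calcium fluorescence by kinetic imaging, 5 s 1 Hz baseline · Evaluation – per-well B score of integrated baseline-normalized Fluo4 ratio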
# TRPC4 agonist – activators of mouse TRPC4 channel, primary screen, Fluo4 calcium, HEK293 TRPC4beta/mu-opioid cells; Short transient receptor potential channel 4 (Mus musculus), Q9QUQ5; Fluo4 calcium fluorescence; stronger effect = higher value; B-score at 10 µM; 310,000 compounds, 0.49% hits;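 active means B-score above 5 SD of library B-scores, and initial fluorescence ratio not above library mean plus 5 SD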;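 further: positive B-score marks a calcium rise read as TRPC4 activation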
#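 Assay system – TRPC4beta and mu-opioid receptor HEK293 stable cells · Measured by – Fluo4 fluorescence, kinetic · Schedule – dye loading 45 min room temperature, 110 s kinetic read · Read-out – B-scored integrated calcium fluorescence ratio · Controls – buffer and maximal DAMGO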
# TRPC6 inhibitor – mouse TRPC6 channel inhibitors, primary screen, cell-based, HEK293, membrane potential dye; ACh-evoked depolarization; stronger effect = lower value; B-score at 10 µM; 310,000 compounds, 1.1% hits;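 active means B-score under library mean minus 3 SD, initial fluorescence not abnormally high, positive integrated signal ratio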;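 further: B-score derived from integrated fluorescence ratio over the kinetic read; more negative B-score means stronger inhibition of depolarization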
# HIF activator – HIF pathway transcriptional activators, primary screen, cell-based, U2OS HRE-luciferase, luminescence; U2OS HRE-luciferase reporter; normalized: DMSO 0%, desferrioxamine 100%; 300,000 compounds, 0.32% hits; activation, % at 7.5 µM (by protocol);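 active means mean activation of at least 10% of the iron chelator positive control signal, with at least half of replicates also reaching 10%; inconclusive means mean and replicate majority disagree about reaching 10%; inactive means mean and most replicates under 10%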
# TRPC4 PAM – positive allosteric modulators of TRPC4, primary screen, cell-based, mouse TRPC4beta, HEK293 mu-opioid, Fluo-4 calcium; Short transient receptor potential channel 4 (Mus musculus), Q9QUQ5; DAMGO EC20, Fluo-4 Ca2+ flux; stronger effect = higher value; B-score at 10 µM; 310,000 compounds, 0.42% hits; AID 2227, 2009;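 active means B-score of calcium response area above 5 SD of library B-scores, with initial fluorescence ratio within 5 SD of library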;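 further: B-score of integrated fluorescence ratio over time as area under calcium response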
# aSyn 5UTR inh – MLPCN primary screen, SNCA 5' untranslated region | inhibition, % (tested at 7.5 µM) | 300,000 compounds, 0.82% hits | alpha-synuclein 5'UTR reporter, inhibitor activity; in the data active means inhibition above about 60%; inconclusive means no clear call, values can overlap the other calls;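 further: H4 neuroglioblastoma cells stably carrying SNCA 5'UTR luciferase fusion; 0% = DMSO wells and 100% = positive control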
# KLF5 inhibitor – KLF5 expression inhibitors, primary screen, DLD-1 cells, luminescence | 290,000 compounds, 0.23% hits | DLD-1 KLF5 promoter-luciferase reporter | inhibition, % at 5 µM;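 active means inhibition above a per-plate limit of that plate's mean compound inhibition plus 3 SD, cut at about 60% in these data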;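 further: 0% = DMSO wells and 100% = LY294002 at 200 µM; higher means less KLF5 promoter-driven luciferase light; inactives centre near -14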
# IEC-6 tox – cytotoxicity in IEC-6 intestinal epithelial cells, primary screen, cytotoxicity control for KLF5 inhibitor project, cell-based, luminescence. IEC-6 cytotoxicity, luminescence viability. inhibition, % at 5 µM. 290,000 compounds, 0.78% hits; in the data active means inhibition above about 22%;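 further: 0% = plate median of test compound wells and 100% = cytotoxic reference compound wells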
# SKKanGAS inh – S. pyogenes SKKanGAS growth inhibitors in kanamycin, primary screen, streptokinase expression inhibitor project, SKKanGAS strain, BacTiter-Glo luminescence; 6 h; inhibition, % at 7.5 µM; 300,000 compounds, 1.3% hits; AID 1662, 2009;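 active means mean replicate score, as percent of positive control median, at least 50; inconclusive means mean below 50 but one replicate at or above 50; inactive means mean and every replicate below 50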;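 further: strain carries kanamycin resistance gene driven by streptokinase promoter and grows in 40 µg/ml kanamycin; loss of luminescence reflects streptokinase promoter inhibition or plain growth inhibition; 0% = median of DMSO wells and 100% = positive control at its reference dose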
# MrgX1 antagonist – antagonists of human MrgX1 receptor, primary screen, HEK293 cells, Fluo-4 calcium flux | 310,000 compounds, 1.3% hits | B-score at 10 µM | Mas-related G-protein coupled receptor member X1 (Homo sapiens), Q96LB2 | BAM8-22 antagonism; stronger effect = lower value;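 active means calcium-response B-score plate-corrected more than 3 library SD below zero, starting fluorescence within 5 deviations, no agonist response on first addition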;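 further: peak minus trough fluorescence over baseline after final BAM8-22 challenge near maximal dose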
# TRPC6 activator – mouse TRPC6 channel activators, primary screen, cell-based, HEK293, membrane potential dye | Short transient receptor potential channel 6 (Mus musculus), Q61143 | HEK293-TRPC6 membrane potential dye fluorescence; stronger effect = higher value | B-score at 10 µM | 310,000 compounds, 0.13% hits;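 active means B-score of the integrated fluorescence ratio above library mean plus 3 SD, and starting fluorescence ratio within library mean plus 5 SD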;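 further: higher score means more depolarization so channel activation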
# Starred values were filed as active, the others as inactive; i = inactive; ? = inconclusive; · = not tested or not shown.
SMILES,TRPC4 block,TRPC4 agonist,TRPC6 inhibitor,HIF activator,TRPC4 PAM,aSyn 5UTR inh,KLF5 inhibitor,IEC-6 tox,SKKanGAS inh,MrgX1 antagonist,TRPC6 activator
COc1ccc(CN2CCNC(=O)C2CC(=O)N(C)Cc2ccno2)c(F)c1 (stereo not drawn),i,i,i,0.1,i,0,-7,0,3,i,i
COCCn1c(SCC(=O)NC2CC2)nnc1-c1ccco1,i,i,i,1.5,i,-4,-5,3,-4,i,i
Cc1csc2c(N(C)CCO)ncnc12,i,i,i,0.9,i,-32,-33,3,-1,i,i
O=C(c1ccccc1Br)N(Cc1ccccc1)c1ccccc1,i,i,i,-1.0,i,13,-4,0,-1,i,i
CCCn1c(SCC(=O)N2CCCC2)nc2c1c(=O)n(C)c(=O)n2C,i,i,i,-0.7,i,29,-11,1,-9,i,i
Cc1ccc(CNS(=O)(=O)N(C)C)cc1,i,i,i,-0.4,i,-2,-16,6,1,i,i
CCOP(=O)(OCC)C(NC(=O)Nc1ccc(Cl)c(Cl)c1)C(N)=O (stereo not drawn),i,i,i,0.6,i,-5,29,9,-6,i,i
COc1ccc2[nH]c3c(N4CCN(Cc5ccc6c(c5)OCO6)CC4)ncnc3c2c1,i,i,i,0.4,i,-6,6,5,14,i,i
Cc1c(C(=O)N2CCCCCC2)c(S(=O)(=O)Nc2cccc(F)c2)c(C)n1C,i,i,i,-0.3,i,-5,-11,5,-5,i,i
Cc1c(Cl)cccc1-n1c(-c2cccnc2)n[nH]c1=S,i,i,i,-0.2,i,-4,-25,-7,2,i,i
CN(C)C(=O)N1CCN(S(=O)(=O)c2ccc3ccccc3c2)CC1,i,i,i,-0.6,i,13,-36,-3,0,i,i
O=c1cccc2c1c1cc[nH]c3ccc(=O)n2c31,i,i,i,0.5,i,79*,·,·,-8,i,i
O=C(COC(=O)C1COc2ccccc2O1)Nc1cccc(S(=O)(=O)N2CCCCC2)c1 (stereo not drawn),i,i,i,-1.0,i,5,-20,0,-2,i,i
CC(=O)Nc1ccc(NC(=O)c2ccccc2Nc2ccccc2)cc1,i,i,i,0.0,i,-14,-21,0,0,i,i
CCOCCCNC(=O)c1ccc(OC2CCN(C(C)=O)CC2)c(OC)c1,i,i,i,-0.1,i,-5,-22,-4,3,i,i
CN(C)c1ccc(C(c2nnnn2CCOC(=O)Nc2ccc(Cl)cc2)N2CCOCC2)cc1 (stereo not drawn),i,i,i,-0.7,i,-11,-23,-7,0,·,i
CC1(C)Cc2c(sc(NC(=O)c3ccccc3Cl)c2C(=O)O)CO1,i,i,i,0.5,i,9,4,-1,8,i,i
COc1ccc(Cl)cc1Nc1nc(N)nc(C(F)(F)F)n1,i,i,i,-0.2,i,-29,14,3,-6,i,i
O=C(CCNC(=O)C1CCN(S(=O)(=O)c2ccc(F)cc2)CC1)NCc1ccncc1,i,i,i,0.0,i,8,-1,9,0,i,i
Cc1ccc(C(=O)NCc2nnc(SCC(=O)Nc3ccccc3)n2C)cc1,i,i,i,1.5,i,13,11,6,4,i,i
O=C(Cn1nnc(-c2ccncc2)n1)NCCc1ccccc1,i,i,i,-0.2,i,4,-9,-6,6,i,i
COC(=O)c1cn(NC(=O)c2ccc(OC)c([N+](=O)[O-])c2)c(=O)c2ccccc12,i,i,i,0.2,i,-6,-2,-1,6,i,i
COCCc1ncc(CN2CCCCC2C(=O)Nc2ccc(Oc3ccccc3)nc2)cn1 (stereo not drawn),i,i,i,0.1,i,2,-2,0,1,i,i
COC(=O)c1ccc(Oc2ccc(C(F)(F)F)cn2)cc1,i,i,i,0.2,i,-22,-12,4,1,i,i
CCCc1cc(C(=O)Nc2cc(OC)ccc2OC)cs1,i,i,i,0.6,i,-20,15,10,-6,i,i
O=C(CSc1nnc(-c2ccccc2)o1)c1nnc(-c2ccccc2)o1,i,i,i,-0.7,i,19,-23,-2,7,i,i
CCOc1ccc(S(=O)(=O)NCc2ccccn2)c(C)c1C,i,i,i,1.1,i,3,-34,1,0,i,i
COc1ccc(Br)cc1C(=O)Nc1ccccc1N1CCN(C(=O)c2ccccc2)CC1,i,i,i,-30,i,12,0,-2,26,i,i
Cn1c(CNC(=O)C2CCCCC2)cc2cc(Cl)ccc21,i,i,i,0.2,i,21,-1,3,1,i,i
Cc1cccc2c1CC(C)(C)N=C2C1=C(O)CCCC1=O,i,i,i,-1.1,i,-8,0,0,-5,i,i
O=C(Nc1cccc([N+](=O)[O-])c1)N1CCN(c2ccccc2)CC1,i,i,i,0.5,i,-19,-8,3,-6,i,i
O=C(NCCCc1nc2ccccc2[nH]1)c1ccco1,i,i,i,-0.2,i,12,-26,4,6,i,i
Cc1ccc(NS(=O)(=O)c2ccc(-c3ccc(=O)[nH]n3)o2)cc1,i,i,i,0.0,i,8,-20,-2,4,i,i
Cc1ccc(CNc2nc3c([nH]2)c(=O)n(C)c(=O)n3C)cc1,i,i,i,0.2,i,-6,-5,-1,-13,i,i
COc1ccc2oc(C(=O)N(Cc3ccco3)Cc3cccs3)c(C)c2c1,i,i,i,-0.2,i,-13,·,·,17,i,i
CCc1nn(CC(=O)NCCCN(CC)CC)c(=O)c2cc3sc(C)cc3n12,i,i,i,-0.8,i,-2,-25,-2,-3,i,i
COc1cccc(NC(=O)CCNS(=O)(=O)c2cccc3nsnc23)c1,i,i,i,-0.1,i,-20,-35,-6,-11,i,i
CCCCCCSC1=C(C#N)C(c2ccc(C)o2)CC(=O)N1 (stereo not drawn),i,i,i,1.3,i,-19,-4,3,8,i,i
CC(C)CN(Cc1cc(=O)oc2cc3c(cc12)CCCC3)CC(C)C,i,i,i,-1.0,i,-6,-59,2,54*,i,i
COc1ccc(-c2cc(C(F)F)n3ncc(C(=O)N4CCSCC4)c3n2)cc1,i,i,i,0.3,i,23,-23,-1,·,i,i
COc1ccc(NC(=O)C2Cc3ccccc3CN2C(=O)c2ccco2)cc1 (stereo not drawn),i,i,i,-12,i,-20,-33,2,-3,i,i
O=C(NCc1ccco1)C(=O)NCC1OCCCN1S(=O)(=O)c1ccccc1 (stereo not drawn),i,i,i,0.0,i,4,-17,-1,-13,i,i
O=C1Nc2ccccc2N(O)N1c1cc(-c2ccccc2Cl)no1,i,i,i,-0.4,i,40,3,0,2,i,i
O=C(Nc1nccs1)C1CCCN1S(=O)(=O)c1cccc2cccnc12 (stereo not drawn),i,i,i,·,i,24,-12,-1,8,i,i
Cc1cccc(-n2nc(C(=O)c3ccco3)cc(-c3nc4ccccc4[nH]3)c2=N)c1,i,i,-5.4*,-0.4,i,-19,1,3,?,i,i
Clc1ccc(C2CC(c3cccs3)n3ncnc3N2)c(Cl)c1 (stereo not drawn),i,i,i,0.0,i,6,16,10,-4,i,i
CCCn1c(NCc2cccs2)nc2ccccc21,i,i,i,0.1,i,-7,11,4,-1,i,i
O=C(Nc1c2c(nn1-c1ccccc1)CS(=O)C2)c1ccc(S(=O)(=O)N2CCOCC2)cc1 (stereo not drawn),i,i,i,0.5,i,9,-23,2,1,i,i
Cc1ccc(NC(=O)CN2CCN(Cc3ccccc3)CC2)c(Br)c1,i,i,i,-5.0,i,6,-45,2,0,i,i
O=C(/C=C/c1ccc2c(c1)OCO2)c1ccc[nH]1,i,i,i,1.5,i,-279,-173,3,0,i,i
# More compounds
SMILES,TRPC4 block,TRPC4 agonist,TRPC6 inhibitor,HIF activator,TRPC4 PAM,aSyn 5UTR inh,KLF5 inhibitor,IEC-6 tox,SKKanGAS inh,MrgX1 antagonist,TRPC6 activator
Cc1ccc(C(C)C)c(OCC(=O)NN=C2CCCC2)c1,i,i,i,-0.4,i,-6,-23,-1,-13,i,i
C=CCOC(=O)c1sc(NC(=O)c2ccc(OC)cc2)nc1C,i,i,i,0.8,i,-47,-10,6,-5,i,i
CCOC(=O)C1=C(C)N=c2s/c(=C\c3cc(OC)c(OC)c(OC)c3)c(=O)n2C1/C=C/c1ccccc1 (stereo not drawn),i,i,i,0.0,i,11,2,-8,14,i,i
CC(C)CC(=O)Nc1nnc(S(=O)(=O)N2CCc3ccccc32)s1,i,i,i,-0.1,i,9,-21,-5,1,i,i
O=C(COc1cccc(Cl)c1)Nc1cc(S(=O)(=O)N2CCOCC2)ccc1N1CCOCC1,i,i,i,-0.4,i,8,6,-9,-3,i,i
CCOC(=O)CNC(=O)C1CCCN(c2ncccn2)C1 (stereo not drawn),i,i,i,-0.2,i,-35,-12,-1,-11,i,i
O=C(NCCCN1CCN(c2ccc(F)cc2)CC1)C1CCCN(c2ncnc3c2nc2n3CCCCC2)C1 (stereo not drawn),i,i,i,-0.8,i,12,-15,-3,4,i,i
CC1CCN(c2ccc(C(=O)O)cc2N)CC1,i,i,i,-15,i,2,7,0,-1,i,i
COCCN(C(=O)Cn1nnc2ccccc21)C(C(=O)NC1CCCC1)c1ccc(OC)cc1OC (stereo not drawn),i,i,i,-0.6,i,-17,-27,-2,0,i,20*
CCCc1cc(=O)oc2cc(OCC(=O)NCc3cccs3)ccc12,i,i,i,0.2,i,14,-9,-1,-7,i,i
CC1CCCCC1NC(=O)/C(C#N)=C/c1ccc2c(c1)OCCO2 (stereo not drawn),i,i,i,1.3,i,16,-16,-11,2,i,i
Cc1ccc(C(=O)Nc2ccc3ccccc3c2)cc1,i,i,i,-2.5,i,66*,72*,0,-5,i,i
N#Cc1ccc(C23CC4CC(CC(C4)C2)C3)[nH]c1=O,i,i,i,0.6,i,-5,11,-11,-23,i,i
CC(=O)Nc1ccc(Sc2ccccc2C(=O)Nc2ccc(F)cc2)cn1,i,i,i,-0.2,i,-12,-30,0,5,i,i
